High-throughput results: PubChem BioAssay, National Center for Advancing Translational Sciences (NCATS)
FLuc counter: inhibits or activates purified firefly luciferase, miR-21 counter-screen. purified FLuc, Km substrates, luminescence inhibition. P08659. 360,000 tested, 6.9% active. Potency, µM (titrated, usually from 57.5 µM), for inactives: at the highest dose activity change, negative = inhibition, usual class: inhibitors; active = well fitted inhibition curve with a large enough effect; inconclusive = small, poorly fitted or top-dose-only effect;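 also: plate controls were vehicle for no effect and reference inhibitor for full effect; nearly all actives have a fitted effect of over 55% in size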
Target sequence (P08659 whole entry, looked up): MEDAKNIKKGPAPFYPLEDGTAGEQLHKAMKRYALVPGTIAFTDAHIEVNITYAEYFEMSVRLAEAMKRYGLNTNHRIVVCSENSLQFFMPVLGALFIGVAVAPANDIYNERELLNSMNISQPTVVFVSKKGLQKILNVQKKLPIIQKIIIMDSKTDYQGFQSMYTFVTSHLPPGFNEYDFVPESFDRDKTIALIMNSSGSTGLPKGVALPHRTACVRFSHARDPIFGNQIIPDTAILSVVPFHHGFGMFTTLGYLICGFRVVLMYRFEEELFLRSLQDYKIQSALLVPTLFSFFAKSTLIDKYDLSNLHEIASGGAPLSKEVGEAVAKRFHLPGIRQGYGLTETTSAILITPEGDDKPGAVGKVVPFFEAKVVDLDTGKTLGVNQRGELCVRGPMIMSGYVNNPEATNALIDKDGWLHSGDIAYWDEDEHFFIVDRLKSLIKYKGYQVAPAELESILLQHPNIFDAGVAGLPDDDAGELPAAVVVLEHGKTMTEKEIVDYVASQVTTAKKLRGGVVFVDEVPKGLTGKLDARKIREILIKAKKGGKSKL
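Purified P. pyralis luciferase, 10 nM final, with Km-level 10 uM D-luciferin and 10 uM ATP in 50 mM Tris acetate pH 7.5, 10 mM Mg acetate, 0.01% Tween-20, 0.05% BSA; 6-point qHTS titration about 60 µM downward; luminescence read.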
The depositor's hits bear a star; u = inconclusive. Potency is read from the fitted curve at half-maximal effect. A portion of the library, so the mix of outcomes need not match the whole.

molecule | FLuc counter
Oc1ccccc1-c1nc2ccc(Cl)cn2c1Nc1ccc2c(c1)OCCO2 | -18%
Cc1ccccc1Nc1c(-c2ccc(Cl)s2)nc2cccc(C)n12 | -2%
CCc1ccc(S(=O)(=O)NCCc2cn3ccsc3n2)cc1 | -1%
CCOc1ccccc1C(=O)N(Cc1ccco1)Cc1ccccc1F | -5%
CCOc1ccc(NC(=O)c2c(NCc3ccc(C)o3)sc3c2CCCCC3)cc1 | u
CCc1cccc(C)c1NC(=O)C(CC)n1ncn2c(cc3cc(C)ccc32)c1=O (centres undefined) | -2%
CCOC(=O)c1ccc(NC(=O)CCC(=O)N2CCSc3ccccc32)cc1 | -13%
CCC(C)(C)NC(=O)Cn1c(=O)ccc2cc(S(=O)(=O)N3CCC(C)CC3)ccc21 | -4%
COc1ccccc1Oc1nc2c(c(=O)n(C)c(=O)n2C)n1Cc1cccc(Br)c1 | 4%
Fc1ccc2ncc3c(-c4ccccc4)n[nH]c3c2c1 | -8%
CCOC(=O)c1cc2c(=O)n3ccccc3nc2n(Cc2ccco2)c1=NC(=O)c1ccccc1Br | -5%
COc1ccc(-n2ncc3c(NC4CCCC4)ncnc32)cc1 | 1.3µM*
CSc1ccc(-c2nc3cc(C)ccn3c2Nc2ccc(C)cc2)cc1 | -8%
COc1ccc(CNc2oc(COc3cccc(C)c3)nc2C#N)cc1 | -14%
COc1ccccc1CCNS(=O)(=O)c1ccc(N2CCCCS2(=O)=O)cc1 | 6%

Four entries drawn at random from the list so far, as already listed:
molecule | FLuc counter
COc1ccccc1Oc1nc2c(c(=O)n(C)c(=O)n2C)n1Cc1cccc(Br)c1 | 4%
CCC(C)(C)NC(=O)Cn1c(=O)ccc2cc(S(=O)(=O)N3CCC(C)CC3)ccc21 | -4%
CCOc1ccc(NC(=O)c2c(NCc3ccc(C)o3)sc3c2CCCCC3)cc1 | u
COc1ccccc1CCNS(=O)(=O)c1ccc(N2CCCCS2(=O)=O)cc1 | 6%

A different layout for part of the listing above.
COc1ccccc1Oc1nc2c(c(=O)n(C)c(=O)n2C)n1Cc1cccc(Br)c1
- FLuc counter: 4%

Fc1ccc2ncc3c(-c4ccccc4)n[nH]c3c2c1
- FLuc counter: -8%

CCOC(=O)c1cc2c(=O)n3ccccc3nc2n(Cc2ccco2)c1=NC(=O)c1ccccc1Br
- FLuc counter: -5%

Other compounds
molecule | FLuc counter
CCCn1c(=O)c2sccc2n2c(CCCC(=O)Nc3cccc(CC)c3)nnc12 | 3%
COc1ccc(NC(=O)Cn2c(=O)ccc3cc(S(=O)(=O)N4CCCC4)ccc32)cc1Cl | -2%
CSc1ncc(C(=O)Nc2cc(C)cc(C)c2)c(-c2ccccc2)n1 | -12%
CCOc1ccc(CNC(=O)C2CCCN(c3nn4cc(-c5ccc(F)cc5)nc4s3)C2)cc1 (centres undefined) | -17%
Cc1ccccc1NC(=O)c1cnc2sc(N3CCCC3)nn2c1=O | 0%
Cc1ccc2c(=O)cc(C(=O)Nc3c(C(=O)c4ccc(F)cc4)oc4ccccc34)oc2c1C | -4%
COc1ccc(-n2nc(C(=O)Nc3cccc(C)n3)c3c4ccccc4n(C)c3c2=O)cc1 | -5%
COc1ccc(Cl)c2sc(NC(=O)c3ccc(S(=O)(=O)N4CCCC4)cc3)nc12 | -1%
O=C(OCc1cc(=O)n2nc(C3CC3)sc2n1)c1ccc(F)cc1 | -17%
COc1ccc(-n2nc(C(=O)Nc3cccc(Cl)c3)c3c4ccccc4n(C)c3c2=O)cc1Cl | 4%
O=S1(=O)c2ccccc2N(Cc2cccc(F)c2)c2ccccc21 | -20%
COc1ccccc1CNC(=O)CCn1c(=O)c2ccccc2n(CC(=O)Nc2cccc(Cl)c2)c1=O | -1%
CCN1CCN(C(=O)Cn2ncc3c4ccccc4n(Cc4c(C)cc(C)cc4C)c3c2=O)CC1 | -8%
COc1ccc(CNC(=O)Cc2c(C)c3c(cc(C)c4c(C)coc43)oc2=O)cc1OC | 5%
CCOc1ccc(C2c3c(oc4ccc(C)cc4c3=O)C(=O)N2Cc2ccc3c(c2)OCO3)cc1OC (centres undefined) | 2%
Cc1cc(C)c(NC(=O)CSc2nnc3[nH]c(=O)cc(C)n23)c(C)c1 | 4%
CCN(CC)CCCNC(=O)c1nn(-c2ccc(C)cc2)c(=O)c2c1c1ccccc1n2C | 0%
CCN(Cc1ccccc1)S(=O)(=O)c1ccc2c(c1)CCCN2C(C)=O | -9%
CC(=O)Nc1cccc(NC(=O)CSc2ccc(-c3sc(-c4ccccc4)nc3C)nn2)c1 | u
CC1=C(c2ccc(Cl)cc2)S(=O)(=O)N=C1N1CCN(c2cccc(C)c2C)CC1 | -18%
Cc1cc(O)c(C(c2cccc(F)c2)N2CCN(c3ccccc3)CC2)c(=O)n1Cc1ccco1 (centres undefined) | -17%
O=C(Cn1c(=O)n(Cc2ccccc2)c(=O)c2sc3ccccc3c21)Nc1ccccc1F | 2%
COc1cc(OC)c(NC(=O)CCCn2nc(C)c3sc4ccccc4c3c2=O)cc1Cl | 13µM*
COc1ccc(NC(=O)Cn2nc(C)c3nn(-c4ccc(Cl)cc4)c(C)c3c2=O)cc1 | -1%
COc1ccccc1NC(=O)CCCOc1cc(=O)n(C)c2ccccc12 | 2%
CC(=O)c1ccc(N2CCN(C(=O)c3cn(C)c(=O)c4c3c3ccccc3n4C)CC2)cc1 | -3%
CCN(c1ccccc1)S(=O)(=O)c1ccc(F)c(C(=O)Nc2ccc(C)cc2)c1 | -2%
CCNC(=O)C1CCCN(c2nnc(C)c3c(C)n(-c4ccc(C)cc4)nc23)C1 (centres undefined) | -1%
COc1ccc(CNC(=O)C2CCN(S(=O)(=O)c3cn(C)cn3)CC2)cc1 | -2%
CCOc1ccc(NC(=O)Cn2cc(C(=O)c3ccc(C)c(C)c3)c(=O)c3cc(OC)c(OC)cc32)cc1 | -4%
CCOc1ccc2nc(C)cc(Nc3ccccc3OCC)c2c1 | 0%
CCCC(=O)OCc1cnc(C)c2oc(=O)c(C(=O)Nc3ccc(F)cc3C)cc12 | -1%
COc1ccc(OC)c(NC(=O)C(C)n2c(=O)cc(C)c3c(C)nn(-c4ccccc4)c32)c1 (centres undefined) | 4%
CCOC(=O)c1c(NC(=O)c2cc(-c3ccc(OC)c(OC)c3)on2)sc(C)c1C | -5%
CCN(CC)C(=O)Cn1c(=O)cc(C)c2c(C)nn(C)c21 | -3%
CCOc1ccc(CCNC(=O)Cn2nc(CC)n3c(cc4c(OC)cccc43)c2=O)cc1OCC | 1%
CN(C)C(=O)c1ccc(S(=O)(=O)NCc2ccccc2Cl)s1 | 5%
CCCc1ccc(C2Sc3ccccc3NC3=C2C(=O)c2ccccc23)cc1 (centres undefined) | -3%
Cc1cccc(CSCc2ccc(C(=O)NCCc3ccccc3)o2)c1 | -19%
COc1cc(C2NC(=O)c3c(sc4c3CCN(C)C4)N2)cc(OC)c1OC (centres undefined) | -1%
CC(CCc1ccccc1)NC(=O)CSc1n[nH]c(-c2ccc(F)cc2)n1 (centres undefined) | u
COc1ccc(N(Cc2cccs2)C(=O)Nc2cccc(Cl)c2)cc1 | -1%
O=C(CSc1nnc(-c2ccncc2)n1-c1ccccc1)Nc1ccc(Br)cc1 | -4%
CCOC(=O)C1CCCN(C(=O)Cn2ncn3c(cc4sc(CC)cc43)c2=O)C1 (centres undefined) | -2%
CC(=O)N1CCc2c(sc3c2c(=O)n(-c2ccccc2C)c(=O)n3Cc2cccc(F)c2)C1 | -7%
CCOCCCn1c(SCC(=O)Nc2ccc(C)cc2)nc2ccccc2c1=O | -8%
CCc1ccccc1NC(=O)C1CCN(S(=O)(=O)c2ccccc2)CC1 | 2%
CCCOc1ccc(CC2C(=O)Nc3ccc(Br)cc32)cc1 (centres undefined) | -12%
CCN1C(=O)c2ccccc2S(=O)c2ccc(C(=O)N3CCN(c4cccc(Cl)c4)CC3)cc21 (centres undefined) | -1%
COCCn1c(SCC(=O)c2ccc(F)cc2)nc2cc(C(=O)NC3CCCC3)ccc2c1=O | -1%
COc1ccc(-c2cc(C(F)(F)F)n3nc(C(=O)Nc4cccc(C(F)(F)F)c4)c(Br)c3n2)cc1 | 3%
COc1cc(NC(=O)CSc2nc(-c3ccco3)cc(C(F)(F)F)n2)cc(OC)c1OC | 0%
COc1ccc(CCNc2ncnc3c2cnn3-c2ccc(C)c(Cl)c2)cc1 | u
CCOC(=O)c1cccc(NC(=O)C(Cc2ccccc2)NS(=O)(=O)c2cccc3nsnc23)c1 (centres undefined) | 7%
COc1cccc(CN2CCCN(Cc3ccc(F)cc3)S2(=O)=O)c1 | -15%
CCOc1ccc(NC(=O)CN2CCSc3ccc(S(=O)(=O)N4CCCC4)cc32)cc1 | u
Cn1c(=O)oc2cc(S(=O)(=O)N3CCCC(C(=O)NCCc4ccccc4)C3)ccc21 (centres undefined) | -2%
CCCCOC(=O)c1ccc(OC(=O)c2sc3ncn(Cc4ccccc4Cl)c(=O)c3c2C)cc1 | 2%
CC(C)c1ccc(NC(=O)c2cnc3sc(N4CCOCC4)nn3c2=O)cc1 | 1.9µM*
COc1ccc2c(c1)c1c(c(=O)n(Cc3ccccc3)c(=O)n1CC(=O)NCc1ccccc1Cl)n2C | 1%

(continued)
molecule | FLuc counter
COc1ccc(CCCc2nnc(SCC(=O)Nc3cccc(C)c3)o2)cc1C | u
Cc1ccccc1-c1nc(CN2CCC(C(=O)NCc3ccccc3Cl)CC2)c(C)o1 | u
Cc1ccc2oc3c(c(=O)c2c1)C(c1ccc(OCC(N)=O)cc1)N(Cc1ccc2c(c1)OCO2)C3=O (centres undefined) | 2%
COc1ccc(Br)cc1CNC(=O)CCSCc1ccc(Cl)cc1 | -17%
COc1ccc(Cl)cc1N(C)C(=O)c1cc2c(=O)oc3ccc(C)cc3c2s1 | 0%
COc1ccc2c(c1)c1c(c(=O)n(-c3ccc(F)c(Cl)c3)c(=O)n1Cc1cccc(C)c1)n2C | 3%
Cc1cccc(C)c1Nc1c(-c2ccsc2)nc2ccc(Cl)cn12 | 3%
COc1ccc(C(=O)NCC(c2ccc(N(C)C)cc2)N2CCc3ccccc32)cc1 (centres undefined) | -2%
COc1ccc(CNC(=O)c2cc3cccc4c3n2CC(C)S4)c(OC)c1 (centres undefined) | -7%
Cc1cc2c(cc1S(=O)(=O)N(CCN(C)C)Cc1ccco1)OCC(=O)N2 | -2%
Cc1cccc(-n2c(=O)c3ccccc3n(Cc3ccc(F)cc3)c2=O)c1 | 0%
COc1ccc(Cn2c(=O)c3oc4ccccc4c3n(Cc3ccc(F)cc3)c2=O)cc1 | -3%
CCc1cccc(CC)c1NC1=NS(=O)(=O)c2ccccc21 | 4%
CCc1ccccc1NC(=O)CSc1nc2ncccc2o1 | -4%
COc1ccccc1C(=O)Nc1c(C(=O)NC(C)(C)C)oc2ccccc12 | 0%
COC(=O)c1ccccc1NC(=O)Cn1nnc2sc(-c3ccccc3)cc2c1=O | -2%
COc1cccc(-c2ccc3c(N)c(C(=O)NCc4ccc(Cl)cc4)sc3n2)c1 | -8%
Cc1ccc(Cl)cc1N1CCN(C(=O)c2ccc3c(c2)N(Cc2ccc(F)cc2)CCS3)CC1 | 3%
CCc1ccc2oc(-c3cc(NC(=O)c4cc(OC)c(OC)c(OC)c4)ccc3O)nc2c1 | 3.8µM*
Cn1c(=NC(=O)c2ccc(S(=O)(=O)N3CCCC3)cc2)sc2cc(F)ccc21 | 0%
COc1ccc(CNC(=O)CN2N=C(c3ccc(Cl)cc3)CCC2=O)cc1 | -11%
COc1ccc(N(C)C(=O)NCc2noc3ccc(C)cc23)c(OC)c1 | 1%
COc1ccc(C2=C(N3CCN(c4cc(Cl)ccc4C)CC3)c3ccccc3C2=O)cc1 | 6%
Cc1cccc(NC(=O)c2ccc3c(c2)CCN3S(=O)(=O)c2ccccc2)c1C | -7%
O=C(CCn1c(=O)c2cccn2c2cccnc21)NCc1ccc(Cl)cc1 | -1%
CCn1cc2nc(SCc3cccc(C(F)(F)F)c3)n(Cc3ccc(OC)cc3)c(=O)c2n1 | -13%
Cc1ccccc1CN1C(=O)c2ccccc2S(=O)c2ccc(C(=O)NCc3ccc4c(c3)OCO4)cc21 (centres undefined) | 4%
COc1cccc(NS(=O)(=O)c2ccc3[nH]cc(C(=O)N4CCCC4)c(=O)c3c2)c1 | -17%
CCOc1ccc(C(=O)N2CC(=O)Nc3ccc(C)cc3C2c2ccc(F)cc2)cc1OCC (centres undefined) | 5%
CCOc1ccccc1CNC(=O)c1cnc2sc(N3CCC(C)CC3)nn2c1=O | -11%
C=CCOc1ccc(C2c3c(oc4ccc(C)cc4c3=O)C(=O)N2CCCN2CCOCC2)cc1 (centres undefined) | -9%
CCC(=O)C1=C(c2ccc(F)cc2)N(C(=O)CC)n2cnnc2S1 | 2%
CCOc1ccc(NC(=O)Cn2nnc(C(=O)Nc3ccc(OCC)cc3)c2N)cc1 | u
COCCN(Cc1ccco1)C(=O)c1cc2c(Cl)nc3ccc(C)cc3c2s1 | 0%
Cc1c(CNC2CCCCCC2)c(C(=O)O)c(C)n1Cc1ccc(F)cc1Cl | -1%
CCN(C(=O)c1cc2c(=O)n(CC)c3ccccc3c2s1)c1cccc(C(F)(F)F)c1 | 4%
O=C(NCc1cccnc1)C(=O)NCC(c1cccnc1)N1CCN(c2ccccc2F)CC1 (centres undefined) | -6%
Cc1ccc(NC(=O)C2CCCN(S(=O)(=O)c3ccc4c(c3)CCCC(=O)N4)C2)cc1Cl (centres undefined) | -3%
O=C(NCCc1ccccc1)c1ccc2c(c1)CCN2S(=O)(=O)c1ccc(Br)cc1 | -2%
